# EBNA-1 inhibitor: EBNA-1 DNA-binding inhibitors, primary screen, biochemical, fluorescence polarization. inhibition, % at 14.8 µM. 300,000 compounds, 0.34% hits; in the data active = inhibition above about 28%
# procasp7 counter: procaspase-7 activators, primary screen, counter-screen for procaspase-3 activator project, biochemical, absorbance, HTS, human; recombinant procaspase-7, Ac-DEVD-pNA absorbance 405 nm; D23A/D198A/D206A triple mutant, cannot self-cleave; scale: DMSO 0, 5 µM enzyme 100; AID 463210, 2010; 330,000 compounds, 0.093% hits; activation, % at 8.5 µM;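 active = percent activation above the screen-wide mean plus 3 SD, cut at about 25% in these data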
#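 signal = Epi-absorbance of released pNA at 405 nm, two timepoints | assay system = Uncleavable procaspase-7 mutant enzyme | reagent = Ac-DEVD-pNA substrate, 400 µM as added | times = 1 h enzyme–compound preincubation and 2 h substrate reaction, both 25 °C | benchmarks = low DMSO alone, high DMSO plus 5 µM PC-7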
# LAP4 TOR yeast: modulators of LAP4-GFP expression in yeast, primary screen, S. cerevisiae, multiplex flow cytometry, MLPCN library; AID 2023, 2009; GFP response vs DMSO, % at 10 µM; 320,000 compounds, 0.34% hits; 3 h; median GFP as percent of DMSO wells;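 active = GFP response vs DMSO above a set limit, about the screen mean plus 3 SD, cut at about 150% in these data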
# MEP2-GFP yeast: modulators of MEP2-GFP levels in yeast, primary screen, S. cerevisiae, multiplex flow cytometry, MLPCN library; GFP response vs DMSO, % at 10 µM; S. cerevisiae MEP2-GFP strain, 3 h; 100% = DMSO control level; 330,000 compounds, 0.51% hits;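 active = GFP response versus DMSO above a set limit, roughly screen mean plus 3 SD, cut at about 180% in these data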;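 note: median GFP fluorescence of the barcode-gated MEP2-GFP cells per well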
# proCasp3 act: activators of human procaspase-3 D3A mutant, primary screen, biochemical, absorbance, PC-3 D3A mutant, single concentration; Caspase-3 (Homo sapiens), P42574; recombinant procaspase-3 D3A, Ac-DEVD-pNA absorbance 405 nm; activation, % at 8.5 µM; 330,000 compounds, 0.11% hits;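 active = activation above the mean of all tested compounds plus 3 SD, cut at about 21% in these data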;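 note: 0% = DMSO alone and 100% = DMSO wells spiked with extra 5 µM PC-3 D3A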
#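 Assay system – Procaspase-3 D3A mutant · Benchmarks – DMSO low control, extra-enzyme high control · Technique – 405 nm absorbance of p-nitroaniline, reads at 0 and 120 min · Doses – 8.5 µM nominal · Measure – % activation between DMSO and enzyme-spiked controls · Also added – Ac-DEVD-pNA chromogenic peptide substrate · Schedule – 1 h compound preincubation, 2 h substrate hydrolysis at 25 °C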
# ZTA DNA inh: counter-screen for EBNA-1 inhibitors: inhibitors of Epstein-Barr virus ZTA; ZTA-DNA binding, fluorescence polarization; 320,000 compounds, 0.15% hits; inhibition, % at 11 µM; AID 2234; in the data active = inhibition above about 33%
# AHR act: AHR activators, primary screen, cell-based, luminescence, luciferase reporter, human. Aryl hydrocarbon receptor (Homo sapiens), P35869. AHR-responsive luciferase reporter cells. activation, % at 5 µM. 320,000 compounds, 2.5% hits. AID 2796, 2010; in the data active = activation above about 47%;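 note: 0% = vehicle wells and 100% = reference agonist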
# RPL19A TOR yeast: RPL19A-GFP expression modulators in yeast, primary screen, cell-based, S. cerevisiae, multiplex flow cytometry, MLPCN; 330,000 compounds, 0.3% hits; AID 2025, 2009; S. cerevisiae RPL19A-GFP strain, 3 h; hits give low values; percent response vs DMSO, % at 10 µM;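 active = percent response vs DMSO below 50%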;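 note: median channel GFP fluorescence of the barcoded RPL19A-GFP strain; ratio of sample median GFP to plate DMSO average so 100% = DMSO; lower means less RPL19A-GFP as with rapamycin TOR inhibition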
# Numbers without * were called inactive; . = no result given.
mol	EBNA-1 inhibitor	procasp7 counter	LAP4 TOR yeast	MEP2-GFP yeast	proCasp3 act	ZTA DNA inh	AHR act	RPL19A TOR yeast
CCOc1ccc(C2=NNC(c3cccs3)=Nc3ccc(OC)cc32)cc1	5	-6	111	83	4	10	9	95
COc1ccc(C(CCN)Cc2ccccc2)cc1 (stereo not given)	1	-2	93	106	3	6	-5	104
OCCn1nc2c3ccccc3nc-2n(-c2ccccc2)c1=S	1	-18	131	135	-25	1	0	106
CC1CCC2(CC1)SCC(=O)N2c1ccccc1 (stereo not given)	10	-4	104	104	16	-18	0	101
CN(C)C(CNC(=O)c1ccccc1C(F)(F)F)c1ccco1 (stereo not given)	1	-4	110	109	2	7	0	97
O=C(COC(=O)c1cnccn1)Nc1cccc2ccccc12	-4	2	98	104	-1	-9	0	108
Clc1ccccc1CNc1nc2ccccc2n2cnnc12	-10	10	105	95	0	-4	5	97
COc1ccc(-c2cc(C(=O)N3CCCc4ccccc43)no2)cc1OC	-10	-2	106	105	3	-5	0	100
CCOc1nc(Nc2ccc(OC)cc2OC)nc(OCC)n1	-20	-10	83	100	1	-5	10	100
O=C(Cc1ccc([N+](=O)[O-])cc1)Nc1ccc(O)cc1C(=O)O	7	8	89	98	12	2	0	98
Cc1c(C(=O)Nc2ccccc2)sc2nc3n(c(=O)c12)CCCCC3	-9	6	96	105	8	-19	-2	96
O=C(CN1CCN(c2ccc(F)cc2)CC1)N(C1CCCC1)C1CCS(=O)(=O)C1 (stereo not given)	.	5	104	102	5	9	0	103
C/C=C/c1ccc(OCC(=O)O)c(OC)c1	2	-1	110	107	-8	10	0	104
COC(=O)c1c(NC(=O)C2CC2)sc(C(=O)Nc2ccccc2)c1C	-4	0	124	95	2	3	16	96
C=CCN1C(=O)C(Cc2cccc(C)c2)SC1=Nc1ccc(C(=O)O)cc1 (stereo not given)	6	2	109	108	0	-5	-1	105
CC(CNC(=O)c1ccccc1Cl)c1ccccc1 (stereo not given)	-4	-4	111	113	3	-11	-4	108
O=C(Nc1ccccc1Cl)c1ccc(-n2cccn2)c([N+](=O)[O-])c1	-2	9	115	93	0	-20	-3	97
COCCCN(C(=S)NC(=O)C(C)(C)C)c1c(N)n(Cc2ccccc2)c(=O)[nH]c1=O	-9	5	112	103	2	-9	1	98
CCN1CCCC1CNC(=O)c1cn(CC)c2ccc(S(=O)(=O)N3CCCCCC3)cc2c1=O (stereo not given)	2	11	98	101	-2	-14	0	101
O=c1[nH]c(=O)c2nc(-c3ccc(Cl)cc3)cnc2[nH]1	-14	14	102	100	13	-11	-1	98
COc1ccccc1C(=O)NCCN=C1NS(=O)(=O)c2ccccc21	-2	7	95	99	-1	-2	-11	99
Cn1c(=O)c([N+](=O)[O-])c(NCc2ccccc2)c2ccccc21	-2	-25	90	100	-10	5	38	100
COc1cc(OC)cc(-c2c(C#Cc3ccsc3)c3cc(-c4ccc(OC)nc4)ccc3n2C)c1	.	-1	87	91	7	20	7	94
CC1(c2ccccc2)NC(=O)N(CC(=O)Nc2cc3c(cc2Br)OCCO3)C1=O (stereo not given)	2	-1	106	88	2	5	1	94
CC(C)(C)c1ccc(OCC(=O)NCC(c2cccs2)N2CCOCC2)cc1 (stereo not given)	0	7	104	98	6	-6	3	102
CCOC(=O)C1CCN(CCC(=O)Nc2ccc(C)cc2)CC1	-5	8	102	98	1	-15	0	97
CN1CCN(C(=S)c2ccc(-c3cccc([N+](=O)[O-])c3)o2)CC1	-6	0	104	95	0	-3	20	94
Cc1ccc2cccc(O)c2[n+]1[O-]	-3	-8	95	100	5	-8	12	95
O=C(NN=C1CCCC1)c1ccc(Br)cc1	-1	5	86	100	3	17	11	92
O=C(Nc1cc(C(F)(F)F)ccc1N1CCOCC1)c1n[nH]c(=O)c2ccccc12	7	16	103	104	-5	2	0	98
CC(C)C[C@H]1CN=C(Nc2ccccc2)N1CCCCc1ccccc1	7	15	130	97	-2	-4	-2	101
COc1ccc(C2=NOC(COc3ccc([N+](=O)[O-])cc3)C2)cc1 (stereo not given)	-10	-3	111	98	-2	-23	2	100
CS(=O)(=O)N1CCC(C(=O)N2CCN(Cc3ccccc3)CC2)CC1	6	-1	107	100	5	-9	0	98
CCCNS(=O)(=O)c1ccc(OCC(=O)N(C)Cc2ccccc2)cc1	-5	-6	96	108	2	-12	4	105
COC(=O)CCNC(=O)c1ccc2[nH]c(C)c(C)c2c1	5	7	102	101	7	8	3	101
CCOC(=O)C1CCN(C(=O)c2ccc(C)o2)CC1	.	12	100	95	-1	.	0	96
CCN(CC)CCCn1c(=S)[nH]c2ccc(Cl)cc2c1=O	-7	3	95	93	-5	0	41	96
C[C@H]1COC(=O)[C@H](Cc2ccc(F)cc2)C/C=C\C[C@@H](CC(=O)N(CCO)Cc2ccccc2)C(=O)N1	.	5	105	101	4	.	-1	108
CCCCc1cc(=O)oc2cc(C)cc(OCC(=O)NCc3ccccn3)c12	8	2	102	118	-1	6	20	109
CC1CC(=O)N(c2ccc(NCc3ccccc3Cl)c([N+](=O)[O-])c2)C1=O (stereo not given)	-11	-18	96	95	-13	1	2	94
O=C(Nc1ccc(O)cc1)c1ccc(NC(=O)c2ccco2)cc1	-15	1	100	105	11	-11	-4	103
COc1ccc(-n2nc(C(=O)NCC(=O)NCCCN3CCC(C)CC3)c3ccccc3c2=O)cc1Cl	8	1	109	110	1	-3	-1	100
O=C1CCCC(=O)C1=Cc1c[nH]c2ccccc12	8	12	96	103	-10	-2	-4	100
O=C(O)c1cccc(CSc2nc(-c3ccc(Cl)cc3)cc(C(F)(F)F)n2)c1	0	-3	109	104	-8	1	-10	104
Cc1cccc(N(CC(=O)NCC2CCCO2)C(=O)CNS(=O)(=O)c2ccc(Cl)cc2)c1 (stereo not given)	-4	5	99	103	-7	11	-4	104
O=C(Nc1cccc(-c2cnc3ccccc3n2)c1)c1ccco1	10	6	97	105	7	-5	10	96
Cc1nc(-c2ccccc2)cc(N2CCCC2)n1	5	4	93	94	1	-1	20	91
Cc1ccc(NC(=O)OCCN2CCN(S(=O)(=O)c3ccc(C)cc3)CCC2=O)cc1	-2	10	114	101	4	4	1	103
Cc1ccc(NC(=O)[C@H](C)NC(=O)C2CCN(C(=O)[C@@H](N)CC(C)C)CC2)cc1	-4	-2	100	110	1	2	10	106
Oc1[nH]c2ccccc2c1N=NC(=S)NCC1CCCO1 (stereo not given)	-6	2	87	96	2	19	3	100
CC(C)(C)NC(=S)NC(=O)C12CC3CCC(CC(C3)C1)C2	6	-7	102	103	-4	3	-1	104
O=C1CN(C(=O)CCN2CCOCC2)C(c2ccccc2)c2cc(Br)ccc2N1 (stereo not given)	1	1	93	100	3	-3	17	95
CCOC(=O)N1CCc2c(sc3ncn(C)c(=O)c23)C1	-8	9	96	94	-1	-2	-3	84
Cc1cccc(C(=O)NCCC(=O)Nc2ccc(C#N)cc2)c1	-6	9	95	107	4	9	-1	104
O=C(Nc1ccccc1)OCN1C(=O)c2ccccc2C1=O	0	7	98	95	-3	2	3	92
COc1ccc(CNC(=O)Cn2cnc3c(=O)n(C)c(=O)n(C)c32)cc1	4	2	105	90	-2	-4	2	108
Cc1cccc(N2C(=O)CC(N3CCN(C(=O)c4ccccc4)CC3)C2=O)c1 (stereo not given)	19	7	91	102	-8	11	-2	99
CC(C)(CC(=O)O)CC(=O)Nc1ccc(Cl)c(Cl)c1	-6	5	112	103	-4	10	-3	98
Cc1nc2c(=O)[nH]c3ccccc3c2o1	4	-1	99	104	-4	-8	-1	101
O=C(CSc1nnc(NC(=O)c2ccccc2F)s1)NC1CCCC1	-4	-3	99	100	10	10	4	109

# Next part (five carried over from the part before).
mol	EBNA-1 inhibitor	procasp7 counter	LAP4 TOR yeast	MEP2-GFP yeast	proCasp3 act	ZTA DNA inh	AHR act	RPL19A TOR yeast
COc1ccc(CNC(=O)Cn2cnc3c(=O)n(C)c(=O)n(C)c32)cc1	4	2	105	90	-2	-4	2	108
Cc1cccc(N2C(=O)CC(N3CCN(C(=O)c4ccccc4)CC3)C2=O)c1 (stereo not given)	19	7	91	102	-8	11	-2	99
CC(C)(CC(=O)O)CC(=O)Nc1ccc(Cl)c(Cl)c1	-6	5	112	103	-4	10	-3	98
Cc1nc2c(=O)[nH]c3ccccc3c2o1	4	-1	99	104	-4	-8	-1	101
O=C(CSc1nnc(NC(=O)c2ccccc2F)s1)NC1CCCC1	-4	-3	99	100	10	10	4	109
O=C(CC1SC(=Nc2ccccc2)N(CCO)C1=O)Nc1ccccc1 (stereo not given)	-17	7	94	94	0	8	1	88
O=C(CCCC(=O)Nc1cccnc1)Nc1cccnc1	-4	6	107	105	3	3	5	104
Cc1snc(S(=O)(=O)Cc2ccccc2Cl)c1C#N	3	11	101	97	5	-25	-6	102
CC1=CC(=O)N(c2ccn(C)n2)C1=O	-5	7	96	99	-64	-7	3	96
CN(C)S(=O)(=O)c1cccc(NC(=O)COC(=O)c2ccc3ccccc3n2)c1	.	1	109	117	3	.	18	100
COc1ccc(-c2[nH]ncc2CN2CCN(C(=O)c3ccco3)CC2)cc1F	1	5	105	103	0	-9	0	103
Cc1ccc(NS(=O)(=O)c2cccc(C(=O)OCC(=O)NCc3ccco3)c2)cc1	5	4	104	109	4	0	3	106
O=C(N/N=C/c1ccncc1)c1cc2c(ccc3ccccc32)o1	6	9	86	91	-7	2	-9	87
Cc1cc(C)nc(N2CCC(C(=O)NNC(=O)Cc3ccccc3)CC2)n1	-4	7	95	97	-5	-6	4	100
Cn1ncc2c(NCc3ccccc3)nc(NCCCO)nc21	10	14	109	99	7	12	0	100
O=C(Nc1ccccc1C(=O)Nc1nnc(C(F)(F)F)s1)c1ccccc1Cl	9	7	98	103	3	4	-2	101
CCc1c(C)nc2ccc(Br)cc2c1SCCC#N	2	-3	98	99	6	-14	-6	104
CCNC(=S)N1CCN(c2ccc([N+](=O)[O-])cc2)CC1	1	-4	101	97	-12	-4	-8	96
Cc1ccc(S(=O)(=O)N2CCCC2)cc1C(=O)Nc1ccc(-n2cnnn2)cc1	.	-8	86	94	10	-14	-1	92
Nc1ccc(SCC(=O)Nc2cccc([N+](=O)[O-])c2)cc1	-10	-5	97	100	-5	-7	7	95
CCOC(=O)c1[nH]c(COC(=O)C2CC(=O)N(Cc3ccccc3)C2)c(C(=O)OCC)c1C (stereo not given)	7	-6	87	96	6	12	0	95
COc1ccc(C(=O)N(C)C2CCCN(Cc3ccccc3F)C2)cc1OC (stereo not given)	-8	5	94	113	-1	0	-1	107
O=C(N/N=C/c1ccccc1)NC1CCCCC1	0	-3	99	103	13	6	2	101
